Screens as filed in PubChem BioAssay.
SENP1 inh = SENP1 (human) catalytic domain inhibition | Q9P0U3 | recombinant SENP1 catalytic domain, CyPet-SUMO1-YPet FRET cleavage | inhibition, % at 10 µM | 360,000 compounds, 0.21% hits | AID 624204;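 active means inhibition at least 30% at 10 µM, raw YFP signal under a set limit, fluorescence ratio 0.5 to 1.5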;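 further: 0% = enzyme with DMSO and 100% = no enzyme wells; some results filed as inactive read as strong as hits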
Target sequence (Q9P0U3 419-644 limits assumed): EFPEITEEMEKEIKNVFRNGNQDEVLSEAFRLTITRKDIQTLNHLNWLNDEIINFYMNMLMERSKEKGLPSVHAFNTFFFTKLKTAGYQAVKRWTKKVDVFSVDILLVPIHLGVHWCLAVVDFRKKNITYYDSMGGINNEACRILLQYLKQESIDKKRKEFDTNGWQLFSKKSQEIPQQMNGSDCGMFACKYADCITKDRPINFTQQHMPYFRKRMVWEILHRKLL
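Assay system: hSENP1 catalytic domain, recombinant. Amount: SENP1 enzyme, 20 pM final. Schedule: 50 min reaction, RT, dark. Technique: FRET, CFP and YFP emission. Control set: no-enzyme wells low, DMSO-plus-enzyme wells high control.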
SENP6 inh = blocks the human protease SENP6; Q9GZR1; Recombinant SENP6 catalytic domain, aminoluciferin luminescence; inhibition, % at 10 µM; 330,000 compounds, 1.8% hits; AID 2599;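 active means inhibition above about 50% at the single tested dose, limit read from the data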;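 further: plate controls were DMSO wells with enzyme for no effect and DMSO wells lacking enzyme for full effect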
NR3A LBD binder = modulators (binders) of human NR3A ligand-binding domain | NR3A LBD differential scanning fluorimetry, Tm shift; 0% = protein alone, 100% = glycine-bound protein | Tm shift relative to glycine control, % at 25 µM | 340,000 compounds, 2.5% hits;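 active means melting temperature shift of at least 10% of the positive control shift, at one fixed dose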
hIAP act = human IAP activation. activation factor at 10 µM. 330,000 compounds, 0.16% hits. P09923. purified human IAP, CDP-Star luminescence, 30 min; stronger effect = higher value; 1 = vehicle-only enzyme, 0 = enzyme-free background. AID 2524;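 active means activation factor of the enzyme at least 2-fold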; further: the source names both 10 and 20 µM as test concentration; values of inactives mirror those of a sister screen read the other way
MPTP inh = blocks calcium-induced mitochondrial swelling | isolated mouse mitochondria, Ca2+ swelling absorbance, 30 min | inhibition, % at 10 µM | 360,000 compounds, 1.4% hits;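 active means inhibition of 50% or more, scaled per plate between neutral and stimulator controls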;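 further: 0% = DMSO wells given calcium and 100% = 1 mM EGTA wells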
SENP8 inh = blocks human SENP8 cleavage of Nedd8 substrate; Q96LD8; inhibition, % at 20 µM; 360,000 compounds, 0.64% hits; recombinant SENP8, Nedd8 substrate fluorescence; in the data active means inhibition mostly above about 40%, no sharp cut-off; inactive means mostly below about 27%
Target sequence (Q96LD8 whole entry, looked up): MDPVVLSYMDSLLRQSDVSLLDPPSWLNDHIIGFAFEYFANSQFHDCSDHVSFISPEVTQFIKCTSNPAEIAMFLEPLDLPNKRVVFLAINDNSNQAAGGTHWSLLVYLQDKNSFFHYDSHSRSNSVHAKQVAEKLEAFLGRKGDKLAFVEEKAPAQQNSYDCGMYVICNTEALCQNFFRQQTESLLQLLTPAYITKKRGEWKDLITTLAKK
PfG6PD inh = PfG6PD (Plasmodium falciparum) enzyme inhibition; 350,000 compounds, 0.78% hits; inhibition, % at 20 µM; PfGluPho enzyme, NADPH resazurin-diaphorase fluorescence;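 active means inhibition reaching at least a set limit at 20 µM in the primary screen, cut at about 59% in these data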;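 further: 0% = DMSO wells with substrate and 100% = DMSO wells lacking glucose-6-phosphate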
ATG4B inh = blocks human ATG4B protease cleavage of LC3 substrate; ATG4B cleavage of LC3-PLA2, NBD-HPC fluorescence, 1 h; 340,000 compounds, 0.51% hits; inhibition, % at 8.33 µM; AID 504462; in the data active means inhibition above about 40%
Target sequence (Q9Y4P1 whole entry, looked up): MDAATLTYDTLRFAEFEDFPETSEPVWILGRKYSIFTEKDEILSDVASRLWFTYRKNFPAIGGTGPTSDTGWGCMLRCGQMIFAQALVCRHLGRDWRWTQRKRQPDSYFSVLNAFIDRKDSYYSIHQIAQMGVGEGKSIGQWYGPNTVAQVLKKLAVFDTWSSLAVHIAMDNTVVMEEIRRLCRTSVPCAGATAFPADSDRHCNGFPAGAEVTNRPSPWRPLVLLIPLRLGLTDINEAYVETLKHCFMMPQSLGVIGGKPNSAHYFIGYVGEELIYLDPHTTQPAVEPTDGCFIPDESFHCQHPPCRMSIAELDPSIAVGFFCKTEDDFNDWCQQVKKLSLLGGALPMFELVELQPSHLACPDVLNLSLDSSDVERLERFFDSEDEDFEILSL
The depositor's hits bear a star; i = inactive; nt = not tested or not shown.

structure	SENP6 inh	NR3A LBD binder	hIAP act	MPTP inh	SENP8 inh	PfG6PD inh	ATG4B inh	SENP1 inh
CC1CCc2sc3ncnc(N4CCOCC4)c3c2C1 (configuration not stated)	25	0	0.99	-0.3	23	-15	-12	-2
O=C(Nc1ccc2c(c1)OCCO2)c1cccc(Cl)c1	87*	-22	1.1	-0.9	14	34	-5	1
O=C(NCCCN1CCCC1=O)c1ccccc1NS(=O)(=O)c1ccc(Br)cc1	-10	6	1.2	0.0	2	-30	-1	1
CCCN(CC(=O)Nc1ccccc1OC)Cc1c(O)ccc2ccccc12	-16	-16	1.1	2.6	-18	28	-8	-2
CNC(=S)NNC(=O)c1ccc2c(c1)OCO2	-12	-2	1.1	1.2	5	-1	-5	1
O=[N+]([O-])c1cc([N+](=O)[O-])c(Oc2cc(Cl)cc(Cl)c2)cc1NN1CCCCC1	-2	-4	0.77	0.9	25	-15	1	2
CC(C)c1ccc(NC(=S)Nc2ccc3cn[nH]c3c2)cc1	9	4	1.1	5.1	-46	9	-8	-14
COC(=O)c1sc(NC(=O)CSc2nncs2)c(C(=O)OC)c1C	-5	-10	1.1	1.3	5	-31	-4	-6
CC(=O)N/C(=N/c1nc(C)cc(C)n1)Nc1cc(C)cc(C)c1	0	1	1.1	0.4	10	10	-3	-3
CC(=O)c1sc(=S)n(Cc2ccccc2)c1C	12	-1	0.94	-0.8	28	-4	-5	0
CC1(C)CC2c3cccc(C(=O)O)c3C(=O)N2c2c1ccc1ccccc21 (configuration not stated)	3	-1	0.93	0.7	-44	-28	0	0
O=C1C=C(Nc2ccc(O)cc2)CC(c2ccco2)C1 (configuration not stated)	3	-3	1.1	0.3	-54	-17	0	-84
O=C(NCc1cccnc1)c1ccccc1Br	-10	0	1.1	0.2	20	3	-3	1
Cc1cccc(C)c1C(=NCCN(C)C)c1ccccc1	-11	-1	1	0.6	7	-20	-1	-1
CC1=C2C3OC(=O)C(C)[C@@H]3CC[C@](C)(O)C2C2C3C4C5(C12)[C@H]1OC(=O)[C@@H](C)C1CC[C@]4(C)O[C@]5(C)[C@@H]3O (some centres not stated)	-5	0	0.96	0.4	12	-9	0	-3
CCN(C[C@H]1N[C@@](Cc2ccccc2)(C(=O)OC)[C@H]2C(=O)N(C)C(=O)[C@@H]12)S(=O)(=O)c1ccc(C(F)(F)F)cc1	-7	3	0.98	-0.7	9	13	18	1
COc1ccc(/C=N/n2c(C)nnc2C)c(OC)c1	-9	2	1	-3.9	-5	-11	-5	3
C=CCn1c(SCC(=O)Nc2cc(C)on2)nnc1-c1ccccc1F	-13	0	1.2	-0.9	-2	-3	-4	0
COc1cc2c(cc1OC)C(O)C(O)(CO)C(C(=O)O)C2c1cc(OC)c(OC)c(OC)c1 (configuration not stated)	nt	-1	nt	0.4	5	-1	4	0
CN1CCN(NC(=O)c2cc(S(=O)(=O)Nc3ccc(Cl)cc3)ccc2Cl)CC1	0	0	1	-0.1	15	-6	-6	0
O=C(/C=C/c1ccc(Cl)cc1)NC(=S)Nc1ccc(CN2CCOCC2)cc1	-13	-1	1	6.5	13	16	-16	1
CCCCSc1nnc(CCCCCNC(=O)OC(C)(C)C)o1	-1	-1	0.84	3.1	-1	-4	1	1
N#Cc1c(C(F)(F)F)cc(Cc2ccccc2)nc1SCC(=O)NCC(=O)O	-9	7	1.1	1.3	-62	-14	-2	4
CC12c3ccccc3C(c3ccccc31)C1C(=O)N(Cc3cccnc3)C(=O)[C@H]12 (some centres not stated)	-1	0	0.87	1.2	6	5	14	-1
Cc1ccc(Cn2ccnc2SCC(=O)NC2CCCC2)cc1	-18	3	1.3	-2.1	-2	5	-5	-3
Cc1ccc(NC(=S)N2CCCC(CO)C2)c(C)c1 (configuration not stated)	-8	-4	1.1	-0.1	14	-6	-2	1
O=C(Nc1nccs1)c1ccccc1Br	2	0	1.1	-1.3	-6	-12	-1	0
O=C(CSc1nc2ncccc2[nH]1)NC1CCCCC1	-12	-3	0.94	-0.1	-7	-5	-2	-1
COC(CNC(=O)CCc1c(C)nc2c(-c3ccccc3)c(C)nn2c1C)OC	-5	0	0.92	0.2	-8	-3	5	0
CC(C#N)(NC(=O)CN1CCN(S(=O)(=O)c2ccc(Br)cc2Cl)CC1)C1CC1 (configuration not stated)	-15	10*	0.97	-0.9	3	0	-6	-3
CCN(CC)S(=O)(=O)c1cc(Br)ccc1OC	-14	0	0.91	-0.9	4	4	-9	-6
CCc1nc(Nc2ccc(O)cc2)c2oc3ccccc3c2n1	-18	nt	1	1.6	-51	24	-15	-1
CCc1ccccc1NC(=O)Cn1nnc(C(=O)NCc2cccs2)c1N	-1	-5	0.83	1.3	12	5	-9	2
Cc1ccc(/C=C2/SC(=S)N(CCC(=O)N3CCOCC3)C2=O)cc1	-3	-2	0.82	-1.8	17	-16	4	3
Cc1ccc(-c2csc(N(CCO)CCCn3c(C(F)(F)F)nc4ccccc43)n2)cc1	-10	8	0.85	4.2	1	0	32	-1
CCOC(=O)c1ccc(NC(=O)c2nc[nH]c2C(=O)N[C@@H](CC(C)C)C(=O)OCc2ccccc2)cc1	-11	-21	1.3	0.7	10	30	-12	1
CCOc1ccc2nc(SCc3ccc(C(=O)OC)o3)[nH]c2c1	-2	-1	0.88	1.2	14	33	-4	-1
COc1cccc(CNC(=O)CCS(=O)(=O)c2ccc3c(c2)NC(=O)C(C)S3)c1 (configuration not stated)	-10	2	1	-0.5	7	14	-11	3
COCCn1nnnc1C(c1cccs1)N1CCN(c2nc3ccccc3s2)CC1 (configuration not stated)	-6	-40	0.83	0.0	9	-15	25	-2
COc1ccccc1C(=O)N=Nc1c(O)[nH]c2ccc([N+](=O)[O-])cc12	nt	1	nt	3.7	-34	-15	-20	-4
CN1CCc2c(sc3nc(NN)n(-c4ccc(Cl)cc4)c(=O)c23)C1	-5	-1	1.1	0.3	-52	23	10	-65
CCOc1ccc(-n2cnnn2)cc1S(=O)(=O)NCCc1ccc(OC)c(OC)c1	-18	5	0.8	-0.3	4	-19	-2	-3
Cc1occc1C(=O)NCc1ccccn1	0	-1	0.93	0.0	17	-14	8	-4
CNC(=O)/C=C1\NC(C)(C)Cc2c1ccc1ccccc21	10	-2	0.82	-0.6	-7	12	-8	-2
CCC(NS(=O)(=O)c1cnn(CC)c1)c1ccccc1 (configuration not stated)	-10	2	0.88	-0.1	9	-1	-4	-1
CCCCN1C2=C(C(=O)CCC2)C(c2ccc(Cl)c(Cl)c2)C2=C1c1ccccc1C2=O (configuration not stated)	23	-4	0.96	4.9	18	21	-9	-10
C=CCOc1c(OC)cc(/C=N/Nc2cccc(C(=O)O)c2)c(Br)c1Br	nt	-3	nt	1.7	-27	-8	36	-11
CCc1cccc(OCC(=O)N(C)CC(=O)Nc2cccc(F)c2)c1	-12	2	1.2	-1.0	5	15	-19	-2
C[C@H](CO)N1C[C@H](C)[C@H](CN(C)C(=O)OCc2ccccc2)OCc2cnnn2CCCC1=O	nt	nt	nt	-0.9	11	2	nt	0
CCOCCn1c(SCCCc2ccccc2)nc2c1c(=O)[nH]c(=O)n2C	-6	0	0.97	0.2	16	-24	-7	2
O=[N+]([O-])c1c(N2CCN(CCO)CC2)nc2ccccn12	-15	5	1	-1.0	18	5	-6	0
Clc1ccc(-c2nnc(COc3ncnc4sccc34)o2)cc1	-3	1	1.1	-0.6	-66	6	-14	-62
CC(C)C(=O)Nc1cccc(NC(=O)c2ccc(Cl)cc2Cl)c1	5	0	1	-0.4	10	1	5	2
Cc1ccc(/C=C/C(=O)O)cc1S(=O)(=O)NCc1cccnc1	-12	4	1.1	2.4	19	-16	-13	0
CCON1C(=O)CN(C(=O)OC)C1c1ccc(Cl)cc1Cl (configuration not stated)	-3	0	0.93	0.1	4	-3	-10	-2
CSc1nnc(C2CCCN2)n1C (configuration not stated)	-9	1	0.9	-0.8	5	-10	-10	2
O=C(O)c1cc2cccc(S(=O)(=O)N3CCOCC3)c2cc1O	-22	7	1	-2.2	-320	-7	-3	24
COC(=O)c1[nH]c2cc(OC)ccc2c1NC(=O)CN1CCC(C(N)=O)(N2CCCCC2)CC1	9	-1	1.1	-2.5	i	3	0	1
c1ccc2c(c1)Cc1ccccc1O2	4	-5	1.1	0.1	9	-5	-2	0
CCc1nnc(NC(=O)C2c3ccccc3Oc3ccccc32)s1	7	-1	1.2	3.3	20	-30	-2	1

Single records, from the list above. Values in the order: SENP6 inh, NR3A LBD binder, hIAP act, MPTP inh, SENP8 inh, PfG6PD inh, ATG4B inh, SENP1 inh
CC(C)C(=O)Nc1cccc(NC(=O)c2ccc(Cl)cc2Cl)c1 as listed: 5, 0, 1, -0.4, 10, 1, 5, 2
COCCn1nnnc1C(c1cccs1)N1CCN(c2nc3ccccc3s2)CC1 (configuration not stated) as listed: -6, -40, 0.83, 0.0, 9, -15, 25, -2
CCc1cccc(OCC(=O)N(C)CC(=O)Nc2cccc(F)c2)c1 as listed: -12, 2, 1.2, -1.0, 5, 15, -19, -2

New compounds follow.
structure	SENP6 inh	NR3A LBD binder	hIAP act	MPTP inh	SENP8 inh	PfG6PD inh	ATG4B inh	SENP1 inh
CCOC(=O)C1CCN(Cc2c(C(=O)N3CCOCC3)nc3c(C)cccn23)CC1	-5	-1	1.1	0.4	-23	-13	6	-3
Cn1c(=O)[nH]c(=O)c2c1nc(N1CCCCCC1)n2CCCSc1nc2ccccc2o1	-10	-3	1	3.5	0	19	14	2
Cc1ccc(-c2nn3c(C)nnc3c3ccccc23)cc1S(=O)(=O)NCc1ccco1	-2	-2	0.72	3.6	-31	20	-14	-1
CCOC(=O)C1=C(CS(=O)(=O)c2ccccc2)NC(=O)NC1c1ccccc1OCC (configuration not stated)	2	0	1	-0.5	25	31	-6	2
O=C(Cn1nc(C(=O)O)c2ccccc2c1=O)Nc1ccc(F)cc1	-16	-1	1.1	-1.6	3	-6	-5	0
Cc1cc(C)n2nc(SCC(=O)N(C)C3CCCCC3)nc2n1	5	0	0.91	-0.4	-3	7	-8	0
Nc1c(C(=O)CSc2n[nH]c(-c3ccccc3Br)n2)c(=O)[nH]c(=O)n1C1CC1	-15	0	1	-0.7	1	3	-3	2
